# Assay outcomes from PubChem.
# CCHFV vOTU inh – CCHFV vOTU protease inhibition; Pep-AMC fluorescence; inhibition, % at 11.5 µM; 370,000 compounds, 0.55% hits; in the data active = inhibition above about 30%; note: 0% = vehicle wells with enzyme and 100% = no enzyme wells
# PrPC surface inh – inhibitors of human cell surface prion protein PrPC; P04156; TR-FRET read-out; inhibition, % at 13.8 µM; 370,000 compounds, 0.43% hits; in the data active = inhibition above about 24%; note: 0% = median of the test wells and 100% = reference compound wells
# SSB-PriA inh – blocks PriA binding to SSB C-terminal tail; AlphaScreen SSBct-PriA binding, biotinylated peptide; inhibition, % at 33 µM; 430,000 compounds, 0.6% hits; in the data active = inhibition mostly above about 37%, no sharp cut-off; inactive = mostly below about 20%;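 note: plate controls were negative control peptide for no effect and reference peptide for full effect; strong numbers were not always called active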
# VHR inh abs – inhibitors of human VHR1 phosphatase (DUSP3); recombinant VHR phosphatase, pNPP absorbance; inhibition, % at 13.3 µM; 290,000 compounds, 0.52% hits; AID 1654; P51452; in the data active = inhibition above about 50%; note: some compounds called inactive have numbers as strong as hits
# Target sequence (P51452 whole entry, looked up): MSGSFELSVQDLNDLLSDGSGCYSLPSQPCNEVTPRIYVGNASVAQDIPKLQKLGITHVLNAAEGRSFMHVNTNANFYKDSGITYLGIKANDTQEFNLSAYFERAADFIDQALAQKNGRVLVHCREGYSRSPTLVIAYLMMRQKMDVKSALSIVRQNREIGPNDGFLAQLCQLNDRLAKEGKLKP
# MazF activator – increases E. coli MazEF RNase cleavage of RNA | P0AE70 | FAM/BHQ RNA-DNA oligo cleavage fluorescence, 5 h | activation, % at 20 µM | 350,000 compounds, 0.32% hits | AID 504720; in the data active = activation above about 50%
# Target sequence (P0AE70 whole entry, looked up): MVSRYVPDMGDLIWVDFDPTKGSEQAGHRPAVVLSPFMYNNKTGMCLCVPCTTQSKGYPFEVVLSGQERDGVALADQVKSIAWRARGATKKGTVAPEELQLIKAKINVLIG
# 3CLpro inhibitor – SARS-CoV 3CLpro protease inhibition. 290,000 compounds, 0.14% hits. recombinant SARS-CoV 3CLpro, quenched FRET peptide cleavage. inhibition, % at 6 µM. P0C6X7; in the data active = inhibition above about 12%
# Anthrax LF prot – blocks Bacillus anthracis lethal factor protease; multiplex microsphere protease cleavage assay, LF; inhibition, % at 10 µM; AID 588501; 360,000 compounds, 0.12% hits; P15917; note: plate controls were buffer without enzyme for full effect and enzyme alone for no effect
# Rv3671c protease – Rv3671c (M. tuberculosis) protease inhibition. P9WHR9. inhibition, % at 5.96 µM. 320,000 compounds, 0.048% hits. AID 2606; in the data active = inhibition above about 38%;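 note: extracellular domain of Rv3671c used as enzyme; 0% = enzyme with DMSO and 100% = no enzyme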
# Target sequence (P9WHR9 whole entry, looked up, the tested form may be a part): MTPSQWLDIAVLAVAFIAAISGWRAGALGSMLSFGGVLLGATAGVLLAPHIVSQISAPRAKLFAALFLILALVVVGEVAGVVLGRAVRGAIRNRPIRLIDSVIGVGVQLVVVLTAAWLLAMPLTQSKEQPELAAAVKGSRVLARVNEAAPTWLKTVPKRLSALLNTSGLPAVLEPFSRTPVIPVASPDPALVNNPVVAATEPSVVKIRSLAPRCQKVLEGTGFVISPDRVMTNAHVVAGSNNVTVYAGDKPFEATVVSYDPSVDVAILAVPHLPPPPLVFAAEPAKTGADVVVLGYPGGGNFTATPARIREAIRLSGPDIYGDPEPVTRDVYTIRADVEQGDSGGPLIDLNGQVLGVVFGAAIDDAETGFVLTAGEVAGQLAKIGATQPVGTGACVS
# BoNT-F LC inh – BoNT F light chain protease inhibition. Multiplex microsphere protease cleavage assay, flow cytometry. inhibition, % at 10 µM. 360,000 compounds, 0.22% hits; in the data active = inhibition above about 35%, passing the limit was not always enough; inconclusive = no clear call, values can overlap the other calls; note: plate controls were buffer without enzyme for full effect and enzyme alone for no effect
# BoNT A protease – blocks Botulinum neurotoxin A light chain protease | 360,000 compounds, 0.17% hits | inhibition, % at 10 µM | multiplex microsphere protease substrate cleavage, flow cytometry; note: plate controls were buffer without enzyme for full effect and enzyme alone for no effect
# An asterisk follows results filed as active; ? = inconclusive; nt = no result given; & = joins results of further samples. Cut-off read from the data, not from the text of the source, unless noted: active = inhibition above about 30%; inconclusive = no clear call, values can overlap the other calls; inactive = below that. This is a subset (hit frequency here may not be typical).
SMILES,CCHFV vOTU inh,PrPC surface inh,SSB-PriA inh,VHR inh abs,MazF activator,3CLpro inhibitor,Anthrax LF prot,Rv3671c protease,BoNT-F LC inh,BoNT A protease
CC(C)C1N(C(=O)N2CCOCC2)CCN1S(=O)(=O)c1ccccc1 (centres undefined),2,6,-9,-11,10,1,-4,2,-23,0.3
COc1ccccc1-c1coc2c(CN3CCN(CCO)CC3)c(O)ccc2c1=O,-113,5,-2,nt,6,-2,1,-1,0,-1.2
CC(C)c1ccc(S(=O)(=O)N2CCN(C(=O)c3ccc(N4CCCC4)c([N+](=O)[O-])c3)CC2)cc1,-4,0,0,-16,1,4,-52,-8,-289,-178
Cc1cc(C)cc(N(C(=O)CNC(=O)c2ccco2)C(C(=O)NC2CCCCC2)c2cccnc2)c1 (centres undefined),6,-3,-2,-2,6,5,2,8,13,-1.2
Cc1cc(CNC(=O)c2cccc3c2C(=O)c2ccc(-c4ccc(F)cc4OCc4ccccc4)cc2S3(=O)=O)c(C(F)(F)F)o1,3,-15,31,nt,-17,nt,0,-25,0,0.0
O=C(Nc1ccc(Oc2ccsc2C(=O)O)cc1)c1ccccc1,8,-7,-3,10,-1,4,24,5,17,-4.5
CCOC(=O)c1c(NC(=O)CN2CCN(C)CC2)sc(C(=O)Nc2ccccc2)c1C,-19,6,-10,9,12,2,-2,-9,-2,-0.5
Cc1onc(-c2ccccc2)c1C(=O)NCc1ccccc1F,10,3,0,25,7,1,-2,-5,-8,0.2
COc1ccc(NC(=O)COC(=O)c2ccc(S(=O)(=O)N(C)c3ccccc3OC)cc2)cc1,-3,3,-9,nt,-9,nt,3,nt,-2,0.9
COc1ccc(CCN=C2SCC(=O)N2Cc2ccccc2)cc1OC,4,14,-9,44,-34,4,-7,1,-2,-0.7
Cc1n[nH]c(C)c1C(=O)CC1(O)C(=O)N(CCc2ccccc2)c2ccc(Cl)cc21 (centres undefined),14,-3,4,-6,4,0,0,6,-23,-0.4
COc1ccc(NC(=O)C(=O)Nc2cccc3cccnc23)c(OC)c1,-6,-1,-8,14,-9,-1,nt,-2,nt,nt
CC(OC(=O)c1ccc2c(=O)n3c(nc2c1)CCCCC3)C(=O)Nc1ncc(Cl)cc1Cl (centres undefined),1,-2,-14,-1,-4,9,-1,0,-23,-1.2
O=C(O)/C=C/c1ccc(OCCCF)cc1,6,-2,-16,41,8,-2,-2,9,-8,-0.8
CC(NC(=O)COc1ccc(Oc2ccccc2)cc1)C(=O)O (centres undefined),-1,3,-8&-3,8,3,0,0,3,2,0.9
O=C1CCc2cc(S(=O)(=O)N3CCN(C(=O)c4ccco4)CC3)ccc2N1,-13,0,7,-18,5,3,-4,-1,4,5.6
Cc1cc(C)c2c(n1)sc1c(N3CCN(CCO)CC3)ncnc12,0,-4,-7,2,3,1,-7,-3,-4,-4.0
O=C(Nc1nnc(SCC(=O)N2CCCCC2)s1)c1c(F)cccc1F,6,7,-8,21,7,7,-2,-1,-4,-1.5
O=C1CC(NS(=O)(=O)c2cccs2)CN1c1ccc(Cl)cc1 (centres undefined),8,-1,6,nt,3,nt,-8,-7,-5,-1.6
Cc1cc([N+](=O)[O-])cnc1N1CCOCC1,2,-15,-5,-2,1,-2,0,2,-2,-0.6
C[C@H](CO)N1C[C@H](C)[C@@H](CN(C)S(=O)(=O)c2ccc(F)cc2)Oc2ccc(NS(=O)(=O)c3ccccc3)cc2C1=O,0,5,18,nt,-13,nt,6,0,-7,0.6
COc1ccc(C2(C(=O)Nc3c(C)n(C)n(-c4ccccc4)c3=O)CCCC2)cc1OC,5,-2,7,9,1,-4,2,11,?,1.7
O=S(=O)(c1ccc2c(c1)CCN2)N1CCOCC1,3,-2,-5,nt,5,nt,nt,8,nt,nt
CC(=O)Nc1ccc2nc(NC(=O)COc3cccc(C)c3)sc2c1,0,5,-15,-25,0,2,-6,-25,-2,-1.8

# 5 consecutive entries out of the list so far:
SMILES,CCHFV vOTU inh,PrPC surface inh,SSB-PriA inh,VHR inh abs,MazF activator,3CLpro inhibitor,Anthrax LF prot,Rv3671c protease,BoNT-F LC inh,BoNT A protease
Cc1cc([N+](=O)[O-])cnc1N1CCOCC1,2,-15,-5,-2,1,-2,0,2,-2,-0.6
C[C@H](CO)N1C[C@H](C)[C@@H](CN(C)S(=O)(=O)c2ccc(F)cc2)Oc2ccc(NS(=O)(=O)c3ccccc3)cc2C1=O,0,5,18,nt,-13,nt,6,0,-7,0.6
COc1ccc(C2(C(=O)Nc3c(C)n(C)n(-c4ccccc4)c3=O)CCCC2)cc1OC,5,-2,7,9,1,-4,2,11,?,1.7
O=S(=O)(c1ccc2c(c1)CCN2)N1CCOCC1,3,-2,-5,nt,5,nt,nt,8,nt,nt
CC(=O)Nc1ccc2nc(NC(=O)COc3cccc(C)c3)sc2c1,0,5,-15,-25,0,2,-6,-25,-2,-1.8

# Later entries
SMILES,CCHFV vOTU inh,PrPC surface inh,SSB-PriA inh,VHR inh abs,MazF activator,3CLpro inhibitor,Anthrax LF prot,Rv3671c protease,BoNT-F LC inh,BoNT A protease
COc1cc2c(cc1OC)C1=NC(=O)CN1C(SCc1ccccc1)=N2,-21,4,6,4,-6,2,3,-8,17,2.3
CN(CCOc1ccc(Cl)cc1)C(=O)c1cccc(S(=O)(=O)N2CCN(c3ccccc3)CC2)c1,6,9,6,nt,-6,nt,-1,nt,-6,-0.3
CCOC(=O)c1csc(N/N=C2\CCc3ccccc32)n1,4,1,nt,-6,-17,0,8,-1,-16,-1.8
COc1ccc(/C=N/NC(=O)CCCCCNC(=O)c2ccccc2)cc1,7,4,nt,12,0,-1,-1,4,1,-0.5
Cc1nnc(SCC(=O)Nc2ccc3c4c(cccc24)CC3)n1C,0,-14,-25,6,-13,1,-7,7,-4,0.3
COc1ccc(-c2csc(NC(C)=O)n2)cc1OC,-4,-4,-2,18,3,-2,-6,1,-7,-0.6
Cc1cccc(C(=O)N/C(=C\c2ccco2)C(=O)N2CCCCCC2)c1,9,-5,1,-12,12,-3,-2,5,19,1.8
CC1(c2ccccc2)NC(=O)N(NC(=O)CSc2n[nH]c(N)n2)C1=O (centres undefined),9,9,-20,11,2,-1,-4,-1,1,-0.5
COc1cc2c(cc1OC)C(C(=O)Nc1ccccc1N1CCN(C)CC1)C1c3ccccc3CCN1C2=O (centres undefined),5,-16,4,10,1,-2,-3,-1,-4,-0.3
Cc1cc(C(=O)N2CCN(Cc3ccc4c(c3)OCO4)CC2)cs1,-4,6,-1,0,-4,-9,-2,-6,-6,-4.6
Cc1cc(Br)ccc1SCC(=O)OCC(=O)c1c(N)n(C)c(=O)n(C)c1=O,1,9,3,5,3,4,-6,-1,-2,-0.4
Cc1ccc(/C=N/NC(=O)c2cccc3ccccc23)o1,19,-7,nt,-3,4,3,16,-3,-9,-1.3
C[n+]1cccc(CNC(=O)/C=N/O)c1,4,1,nt,14,-3,1,2,6,-3,-0.2
O=c1c2ccccc2nc(-c2ccccc2)n1-c1cccc(O)c1,-12,-2,1,21,-3,4,-8,1,5,0.6
CCn1cc(C(=O)N2CCN(c3ccccc3OC)CC2)c2cc(OC)c(OC)cc2c1=O,-11,-5,-5,20,10,0,2,-8,1,-0.3
COc1ccc(Nc2nc(N)nc(COc3ccc(OC)cc3)n2)cc1,2,-2,-15,24,-9,1,0,-7,-6,0.5
Cc1ccc(/C=C/C(=O)NCCCN2CCN(CCCNC(=O)/C=C/c3ccc(C)cc3)CC2)cc1,-8,1,-8,1,-43,5,-1,-1,-4,-0.1
CNS(=O)(=O)c1ccc2nc(NC(=O)c3ccc(N4C(=O)CCC4=O)cc3)sc2c1,16,1,-18,10,0,4,-5,0,-4,0.1
COc1ccc(CN(C)C(=O)C23CC4CC(CC(C4)C2)C3)c(OC)c1,-15,2,-7,13,3,-4,-8,-3,-24,-1.3
CN(C)c1cc(C(F)(F)F)nc(-c2ccccn2)n1,0,0,-14,-7,5,-2,-3,5,-2,-0.4
COc1cccc(OC)c1C(=O)NN1CCCCC1,-13,-8,-19,-2,16,2,-2,-1,-6,0.2
O=[N+]([O-])c1ccc(Nc2ccc(F)cc2)cc1,-5,-11,-6,21,-3,-1,-2,-1,?,-4.0
CN1C(=O)OC(C)(C)C1=O,nt,nt,nt,nt,nt,nt,-4,5,4,0.6
NC(=O)N/N=C1\CCS(=O)(=O)c2ccc(F)cc21,14,1,nt,2,2,5,12,2,7,-2.7
Cc1ccc(C)n1-c1sc2c(c1C(=O)O)CCCC2,-12,-5,1,-3,-1,2,2,4,3,0.0
Cc1ccc(S(=O)(=O)N2[C@@H](c3cccc(Cl)c3)C(C(=O)O)=CC[C@H]2c2cccc(Cl)c2)cc1,2,4,-7,nt,-3,nt,-4,-10,-6,-0.6
CCOc1ccc(C(C)NC(=S)NC2CCCCC2)cc1 (centres undefined),8,7,-7,11,-30,1,-1,4,2,-0.3
COc1ccc(OC(C)C(=O)N(C)Cc2nc(-c3ccc(C)cc3)no2)cc1 (centres undefined),3,4,-2,8,1,-2,12,-2,-8,-1.7
COc1ccccc1NC(=O)N1CCC(C(=O)c2ccc(F)cc2)CC1,-11,1,7,14,2,2,1,4,0,0.2
Cc1ccc(/C=N/NC(=O)CNC(=O)c2ccc(S(=O)(=O)N3CCCC3)cc2)o1,3,-9,nt,15,7,2,-2,-3,4,-0.4
Clc1ccc(OCc2nc(-c3ccccn3)n[nH]2)cc1,3,12,64*,-1,-20,-7,-2,10,-1,0.4
COc1ccc(CCNC(=O)Cc2ccccc2)cc1OC,-12,-2,-12,7,19,2,18,2,-12,-0.4
CCc1nc(N2CCCCC2)c2oc3ccccc3c2n1,11,4,-25,14,-6,-5,-2,0,-4,-3.8
COCCOC(=O)c1[nH]c2c(c1C)C(=O)C(C(=O)OC)C(C)C2 (centres undefined),7,-5,-3,8,6,-2,-4,-10,-11,-1.5
O=C(O)CCC(=O)N1CCc2cc(S(=O)(=O)N(CCc3ccccc3)Cc3ccccc3)ccc21,8,8,2,11,-7,2,0,-8,6,-0.3
S=C(Nc1ccc2nc(-c3ccccn3)c(-c3ccccn3)nc2c1)N1CCOCC1,36*,-17,12,16,10,-8,-1,-9,-5,1.1
CC(C)CCNC(=O)C1CCCN(S(=O)(=O)c2ccc(-n3cnnn3)cc2)C1 (centres undefined),8,-8,-10,17,-15,2,5,0,-2,-1.0
O=C1CN(C(=O)c2cc([N+](=O)[O-])ccc2Cl)C(c2ccc(F)cc2)c2cc(F)ccc2N1 (centres undefined),4,3,-9,-3,7,-4,-2,-6,-2,0.0
CCO[C@H]1OC(C(=O)NCc2ccccc2)=C[C@@H](c2cn(C(C)=O)c3ccccc23)[C@@H]1CCCO,15,7,9,12,2,2,-6,1,-4,-0.2
CCOC(=O)[C@]12CCC=C1N(Cc1cccc3ccccc13)C(=O)[C@H](CC(=O)NCc1cccc(C(F)(F)F)c1)C2,15,-3,nt,nt,nt,nt,0,nt,10,1.3
Cc1ccc(S(=O)(=O)N(C)C[C@@H]2OCCCC[C@@H](C)Oc3ccc(NS(=O)(=O)c4c(C)noc4C)cc3C(=O)N([C@H](C)CO)C[C@@H]2C)cc1,6,4,nt,nt,-1,nt,0,nt,-11,-0.6
O=C(c1ccc(F)cc1F)C1CCN(c2ccc([N+](=O)[O-])cn2)CC1,10,4,2,18,3,-1,nt,1,nt,nt
C/C(=N\O)C(C)(C)Nc1ccccc1F,-6,0,nt,-4,-35,-1,-8,1,?,?
CCCCOc1ccc(C2(C(=O)O)CCCC2)cc1,11,-2,-2,7,-5,6,2,0,-4,0.9
c1ccc(SCc2nc(-c3ccncc3)no2)cc1,6,4,-16,7,3,3,0,-3,3,0.2
COc1ccc(CCn2nnnc2C(c2ccccc2)N2CCN(C)CC2)cc1OC (centres undefined),2,-8,-9,18,1,2,3,-1,7,-0.8
Cc1cccc(C)c1NC(=O)CN(C)C(=O)CSC(=S)N1CCCC1,13,7,-10,nt,2,nt,nt,-1,nt,nt
COc1ccc(Cc2nnc(SCC(=O)Nc3ccccc3)[nH]c2=O)cc1,0,-3,-3,nt,-5,nt,1,-1,-2,-5.8
